Screening results (PubChem BioAssay)
TCR activator: activators of T cell receptors; primary human leukocytes, anti-CD3, IL-2 HTRF, 48 h; Potency, µM (top dose mostly 9.22 µM), without a hit: top-dose activation of IL-2 secretion, usual class: activators; 330,000 tested, under 10 active; note: % of control where 0% means no effect
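Compounds are tested in HTS on primary human leukocytes co-incubated with a-CD3 beads for 48 hr. IL-2 output is measured by time-resolved FRET.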
B2AR arrestin: agonists driving beta-arrestin recruitment to human beta2-adrenergic receptor; Potency, µM (series often up to 46.1 µM), without a hit: at the top dose activation, most hits filed as activators; beta-arrestin recruitment to beta2AR, cell-based reporter; 0.02% of 330,000 active;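 note: potency is the fitted concentration of half-maximal effect; 0% = DMSO controls and full agonism = EC100 isoproterenol or metaproterenol; nearly all actives have a fitted effect of over 65% in size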
Tb PFK block: inhibitors of T. brucei phosphofructokinase; T. brucei PFK, ADP-Glo luminescence; 0.17% of 330,000 active; O15648; Potency, µM (doses to about 57.5 µM), without a hit: at the highest dose activity, negative = inhibition, hits mostly inhibitors; AID 485367;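 note: potency is the fitted concentration of half-maximal effect; 0% = uninhibited 1x PFK enzyme wells and -100% = no-enzyme wells; nearly all actives have a fitted effect of over 60% in size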
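Luminescent ADP detection (ADP-Glo, two-step: ATP depletion then ADP-to-ATP conversion for luciferase) reported PFK activity after 45 min room-temperature reaction of 1.25 nM enzyme with 0.5 mM F6P and 0.1 mM ATP at pH 8.0.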
TSG101-PTAP inh: blocks PTAP/TSG101 interaction to inhibit HIV-1 budding; Fluorescence polarization, FITC-PTAP peptide / Tsg101 binding; AID 493005; Potency, µM (doses to about 115 µM), inactives show at the highest dose activity change, negative = inhibition, usual class: inhibitors; 340,000 tested, under 10 active; active = well fitted inhibition curve with a large enough effect in the main read-out, with a control signal flat, not every such curve was filed as active; inconclusive = small, poorly fitted or top-dose-only effect, or effect the other way, or a change in a side signal; inactive = no such curve, though single readings can be large or run the other way; note: potency is the fitted concentration of half-maximal effect; % of control where 0% means no effect
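Tsg101 binding domain (10 uM final) was mixed with compound and a FITC-labeled PTAP peptide (50 nM final) in HEPES pH 7.5 buffer with NaCl, Tween 20, EDTA and TCEP; fluorescence polarization was read after 20 min at r.t.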
TSHR antagonist: antagonists of human thyroid stimulating hormone receptor. P16473. TSHR-expressing cells, TSH-stimulated cAMP HTRF, 2 h; stronger effect = lower value. activity change, negative = inhibition, % at 11.5 µM. 0.2% of 330,000 active. AID 504810;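 active = activity change below a set negative limit, meaning inhibition stronger than a set level, cut at about -70% in these data; inconclusive = activity change between two set negative limits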; note: % is set by controls: 0 for no effect and ±100 for the full control effect
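Antagonism was scored as loss of TSH-driven cAMP in TSHR cells, stimulated with 4nM TSH (EC80) for 2 hours at 37 deg C and detected by homogeneous HTRF competition immunoassay.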
Eya2 phos inh: Eya2 (human) phosphatase inhibition | O00167 | recombinant Eya2, OMFP fluorescence dephosphorylation (OMFP is methylfluorescein phosphate) | Potency, µM (highest dose often 76.9 µM), inactives show at the highest dose activity, negative = inhibition, most hits filed as inhibitors | 0.006% of 330,000 active; note: potency is the fitted concentration of half-maximal effect; % is set by controls: 0 for no effect and ±100 for the full control effect
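Eya2 protein (added as 0.2 uM solution) was preincubated with compound for 10 min at ambient temperature in 50 mM HEPES pH 7.5, 50 mM NaCl, 5 uM MgCl2, 0.05% BSA, 1 mM DTT. OMFP (added at 50 uM) then reacted 10 min; fluorescence read at 485/525 nm.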
USP2a block: blocks human ubiquitin-specific protease USP2a; O75604; USP2 core, Ub-CHOP2 coupled fluorogenic reporter, 485/531; Potency, µM (series often up to 38.3 µM), inactives show top-dose activity change, negative = inhibition, usual class: inhibitors; 0.01% of 330,000 active; AID 463254;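 note: potency is the fitted concentration of half-maximal effect; plate controls were DMSO wells for no effect and full inhibition by NEM control for full effect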
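USP2 core (10nM final) preincubated 30min RT with compound in 20mM Tris-HCl pH 8.0, 2mM CaCl2, 2mM beta-mercaptoethanol, 0.05% CHAPS; 25nM Ub-CHOP2 plus 25nM reporter substrate added, fluorescence (Ex485/Em531) read after 60min.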
ELG1 repair inh: ELG1-dependent DNA repair inhibition. HEK293T ELG1-luciferase reporter, luminescence, 16 h; DNA damage induced by 5-fluorouridine. Potency, µM (top dose mostly 46.1 µM), for inactives: top-dose activity change, negative = inhibition, hits mostly inhibitors. 2.3% of 330,000 active. AID 504467; note: potency is the fitted concentration of half-maximal effect; % is set by controls: 0 for no effect and ±100 for the full control effect; nearly all actives have a fitted effect of over 55% in size
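Quantitative HTS, concentration-response format. 2,000 cells/well co-treated with 5-fluorouridine and compound, 16 hr in 5% CO2 at 37 °C; ONE-Glo luminescence read after 30 min.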
Chronic BCR inh: inhibitors of chronic active B-cell receptor signaling; AID 493014; ABC-DLBCL IkBa-CBG/CBR reporter, luminescence ratio, 4 h; 0.05% of 340,000 active; Potency, µM (top dose mostly 46.1 µM), inactives show at the highest dose ratio change, negative = lower green/red ratio, usual class: inhibitors; active = well fitted inhibition curve with a large enough effect in the signal ratio, with a control signal flat, not every such curve was filed as active; inconclusive = small, poorly fitted or top-dose-only effect, or effect the other way, or a change in a side signal; the % refers to the signal ratio;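 note: potency is the fitted concentration of half-maximal effect; plate controls were basal doxycycline-induced cells for no effect and cells given 10 µM MG132 for full effect; MG132 reads +100%, hits lower the ratio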
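Compounds up to 46 uM were incubated four hours with TMD8 cells whose green CBG68 luciferase is fused to IkappaBalpha; red CBR luminescence normalised the signal, and concentration-effect curves were fitted to fusion, red and ratio data.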
uPA generation: cell surface uPA generation inhibition; cell surface uPA generation assay, qHTS; Potency, µM (doses to about 38.3 µM), without a hit: at the highest dose activity change, negative = inhibition, usual class: inhibitors; 0.31% of 330,000 active; active = well fitted inhibition curve with a large enough effect; inconclusive = small, poorly fitted or top-dose-only effect; inactive = no such curve, though single readings can be large or run the other way; tested in mouse RAW 264.7 cells; note: potency is the fitted concentration of half-maximal effect; % is set by controls: 0 for no effect and ±100 for the full control effect; nearly all actives have a fitted effect of over 55% in size
Mito fusion act: inhibitors of mitochondrial division or activators of mitochondrial fusion; AID 485298; Potency, µM (doses to about 46.1 µM), inactives show top-dose growth rescue (activation), actives largely listed as activators; 0.23% of 320,000 active; S. cerevisiae fusion-defective mutant growth rescue, CellTiterGlo 48 h;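 note: potency is the fitted concentration of half-maximal effect; % of control where 0% means no effect; nearly all actives have a fitted effect of over 45% in size; temperature-sensitive fusion mutants such as fzo1-1 at 37 °C on non-fermentable ethanol glycerol medium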
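Read-out: ATP-based luminescence (CellTiterGlo, 10 min ambient) reporting growth of fusion-defective ts yeast after 48 hours at 37C on glycerol/ethanol YPEG medium in the presence of compound.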
* hit, by the source's call; ? = inconclusive; . = not tested or not shown; [ ] = another dose, or the depositor's remark. Unless noted, calls come from the whole dose curve; as a rule, active = well fitted curve in the direction sought with a large enough effect; inconclusive = small, poorly fitted or top-dose-only effect, or another doubt; inactive = no such curve, though single readings can be large; an effect the other way counts as inactive or inconclusive.

SMILES	TCR activator	B2AR arrestin	Tb PFK block	TSG101-PTAP inh	TSHR antagonist	Eya2 phos inh	USP2a block	ELG1 repair inh	Chronic BCR inh	uPA generation	Mito fusion act
CC(NCCCOc1cccc2ccccc12)c1ccccc1 (configuration not stated)	8%	0.1%	-2%	1%	7	-4%	3%	-4%	?	-21%	-15%
CCCCc1c(O)nc2ccccn2c1=O	-3%[46.1 µM]	-0.4%	6%	-6%	5	-7%	2%	8%	-7%	-2%	-1%
COc1cc(C2CC(=O)Oc3c2c(=O)n(C)c2ccccc32)cc(OC)c1OC (configuration not stated)	-2%	0.0%	1%	-3%	7	-9%	3%	-4%	0%	1%	4%
Nc1cc(=O)[nH]n1C1CCCC1	1%	-0.6%	-2%	-5%	19	2%	1%	17%	3%	3%	-8%
CC1=NC(=O)C(N=Nc2cccc(C(=O)O)c2)N1c1ccccc1 (configuration not stated)	13%	0.0%	1%	-9%	-13	-6%	1%	?	.	.	?
Cn1c(CNC(=O)c2ccccc2F)nnc1SCC(=O)c1ccccc1	2%	?	-3%	.	31	-6%	0%	15%	?	-11%	0%
CCCCOC(=O)CCc1c(C)n[nH]c1C	-66%	0.1%	-1%	-5%	2	-9%	-5%	-1%	?	8%	1%
O=C(CCCn1c(=O)[nH]c2ccsc2c1=O)NCc1cccs1	-1%	-0.2%	4%	-5%	5	8%	-1%	26%	-10%	3%	-2%
O=C1NCC(c2ccccc2)C1C(=O)N/N=C/c1ccc(Cl)s1 (configuration not stated)	.	-0.3%	-1%	-2%	-7	-6%	-2%	-14%	-8%	7%	-9%
CCN(CC)CCNc1nc2c(c(=O)[nH]c(=O)n2C)n1CC(O)COc1ccc(Cl)cc1Cl (configuration not stated)	1%	-0.2%	-1%	-3%	-10	20%	0%	1%	-1%	10%	-6%
COc1ccc(CNC(=O)C2CC(c3ccccc3C(F)(F)F)=NO2)cc1 (configuration not stated)	-2%	-0.5%	2%	0%	-4	-4%	7%	19%	-1%	13%	10%
Cc1snc2sc(C(=O)c3ccc(F)cc3)c(N)c12	4%	-0.3%	-9%	-2%	-5	-8%	-1%	?	-1%	-1%	-1%
CC(C)C(=O)Nc1cccc(NC(=S)NC(=O)c2ccc3c(c2)OCO3)c1	-1%	0.3%	-1%	2%	-20	-3%	1%	-3%	7%	-3%	2%
CC(C)(C)c1[nH]nc2c1C(c1cccnc1)C(C#N)=C(N)O2 (configuration not stated)	.	0.3%	0%	-9%	10	-4%	2%	-2%	2%	-7%	-1%
O=C(CC1C(=O)NCCN1CC1CCCCC1)NCCCN1CCOCC1 (configuration not stated)	-2%	-0.4%	0%	.	16	-3%	0%	21%	0%	-4%	-9%
CC(=O)N=C1SC2CS(=O)(=O)CC2N1c1ccccc1Cl (configuration not stated)	-2%	-0.8%	3%	-1%	5	15%[15.4 µM]	0%	2%	3%	1%	-2%
COc1ccc(CCn2c(=N)c(S(=O)(=O)c3ccccc3)cc3c(=O)n4ccccc4nc32)cc1	2%	-0.2%	2%	-18%	3	2%	1%	-5%	5%	11%	-9%
CN(C)C=NC(=O)c1cc(C(=O)c2ccccc2)c[nH]1	2%	0.5%	0%	0%	8	2%	0%	12%	?	1%	-7%
COc1ccc(-c2nnc3ccc(SCC(=O)NCc4ccco4)nn23)cc1OC	-1%	-0.9%	-2%	-7%	0	10%	-5%	?	-6%	.	-1%
CCOc1ccc(CCNC(=O)c2cnc(C)cn2)cc1OCC	-5%	-0.5%	0%	-7%	0	0%	0%	2%	-5%	4%	1%
O=C(c1ccccc1)N1CCN(C(=O)N2CCOCC2)CC1	5%	-0.4%	1%	-4%	5	-9%	3%	13%	-5%	4%	-1%
Cc1ccc(Cl)cc1N(CC(=O)N1CCCCCC1)S(C)(=O)=O	-3%	0.2%	1%	-8%	-8	1%	-2%	?	5%	4%	7%
COc1ccc(CNC(=O)C(NC(C)=O)C(=O)Nc2ccc(C(C)C)cc2)cc1 (configuration not stated)	-1%	-0.2%	0%	-3%	-3	-3%	-1%	12%	-21%	6%	6%
C/C(=N/NC(=O)Cc1c(C)[nH][nH]c1=O)c1ccc(O)cc1	1%[46.1 µM]	-0.6%	-2%	-2%	-2	-6%	5%	13%	0%	4%	-8%
O=C1C(=O)N(CCCN2CCOCC2)C(c2ccc([N+](=O)[O-])cc2)/C1=C(/O)c1ccc2c(c1)OCO2 (configuration not stated)	-5%	-1.1%	-2%	-5%	0	-9%	1%	9%	0%	8%	4%
O=C(COC(=O)c1ccc(Cl)nc1)NC(=O)c1ccccc1	-8%	-1.1%	1%	0%	8	10%	1%	25%	1%	10%	1%
CC1CCc2sc(C(=O)NNC(=S)NCC3CCCO3)cc2C1 (configuration not stated)	2%	-0.2%	2%	-6%	0	5%	2%	16%	0%	9%	-10%
CSc1ccccc1OCc1cc(C(=O)NC(C)Cc2cccc(C)n2)no1 (configuration not stated)	1%	0.4%	0%	0%	1	-15%	-1%	?	?	5%	0%
CNC(=O)CCn1nc(-c2ccc(C)cc2)c2ccccc2c1=O	7%	0.0%	-5%	-4%	2	7%	-1%	27%	0%	-2%	13%
COc1ccccc1C(=O)NC(CCSC)C(=O)NCc1ccccn1 (configuration not stated)	6%	-0.1%	0%	-3%	-11	-27%	1%	26%	?	-2%	2%

Whole records, looked up by structure. Order of values: TCR activator | B2AR arrestin | Tb PFK block | TSG101-PTAP inh | TSHR antagonist | Eya2 phos inh | USP2a block | ELG1 repair inh | Chronic BCR inh | uPA generation | Mito fusion act
`Cc1ccc(Cl)cc1N(CC(=O)N1CCCCCC1)S(C)(=O)=O` as listed: -3% | 0.2% | 1% | -8% | -8 | 1% | -2% | ? | 5% | 4% | 7%
`COc1ccc(CNC(=O)C(NC(C)=O)C(=O)Nc2ccc(C(C)C)cc2)cc1` (configuration not stated) as listed: -1% | -0.2% | 0% | -3% | -3 | -3% | -1% | 12% | -21% | 6% | 6%

Further results follow.
SMILES	TCR activator	B2AR arrestin	Tb PFK block	TSG101-PTAP inh	TSHR antagonist	Eya2 phos inh	USP2a block	ELG1 repair inh	Chronic BCR inh	uPA generation	Mito fusion act
COc1ccccc1OCCOCCn1cnc2ccccc2c1=O	4%	-0.1%	-14%	-2%	13	-15%	3%	19%	5%	.	-3%
COCC1CCN(C(=O)c2ccc(OC3CCN(Cc4ccccn4)CC3)cc2)C1 (configuration not stated)	0%	0.2%	0%	-3%	-7	3%	1%	-6%	-1%	3%	0%
CCOC(=O)c1ccccc1NC(=O)CSC(C)C(=O)Nc1cc(C)on1 (configuration not stated)	-2%	-0.1%	-13%	-5%	-9	-7%	1%	?	-1%	3%	-1%
COC(=O)c1ccc(C2C(C#N)=C(C)NC3=C2C(=O)CC(C)(C)C3)cc1 (configuration not stated)	6%	-0.6%	0%	-5%	2	-12%	1%	3%	?	-1%	1%
Cc1c(CC(=O)NCC(=O)O)c(=O)oc2cc3oc4c(c3cc12)CCCC4	-4%	0.4%	21%	2%	-19	-6%	1%	10%	-1%	2%	9%
CN(C(=O)CSc1nc2ccc(Cl)cc2[nH]1)C1CCS(=O)(=O)C1 (configuration not stated)	.	-1.0%	3%	-3%	2	-1%	-5%	3%	6%	10%	.
O=C(CN1C(=O)COc2ccc(S(=O)(=O)N3CCOCC3)cc21)Nc1cccc(Cl)c1	-1%	0.3%	0%	2%	-5	-6%	3%	9%	-2%	15%	6%
CCCNC(=O)CCn1nc(-c2ccccc2)c2ccccc2c1=O	-1%	0.4%	0%	-5%	1	10%	0%	-4%	0%	1%	9%
CC1CCCC(NC(=O)CCCn2c(=S)[nH]c3ccccc3c2=O)C1C (configuration not stated)	4%	0.0%	-8%	0%	-12	-14%	4%	?	-7%	5%	-10%
COC(=O)c1ccc(CSc2nc3cc(Cl)ccc3o2)cc1	-6%	-0.1%	0%	-1%	-13	6%	1%	?	?	.	5%
O=[N+]([O-])c1c(Nc2ccccc2O)cc(N2CCOCC2)c2nonc12	13%	0.3%	1%	0%	-4	-10%	13%	1%	-14%	-24%	3%
O=C(Nc1cccc(Cl)c1)c1nc[nH]c1C(=O)NCCCNC(=O)c1[nH]cnc1C(=O)Nc1cccc(Cl)c1	0%	0.1%	-9%	.	-5	-8%	5%	?	3%	-1%	.
